NPR2 activator: human GC-B receptor activators, primary screen, HEK293 GC-B cells, cGMP TR-FRET, EC30 CNP | AID 1920062, 2024 | Atrial natriuretic peptide receptor 2 (Homo sapiens), P20594 | activation, % at 10 µM | 0.11% of 370,000 active | 0% at EC30 CNP, 100% saturating CNP;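 active = activation at 10 µM reaching about 35% in either raw or pattern-adjusted values, limit read from the data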
hgDAF-12 ag: H. glycines DAF-12 receptor agonists, primary screen, cell-based, luminescence, HEK293, GAL4 fusion, UAS-luciferase. activation, % at 6.8 µM. Nuclear hormone receptor DAF-12 (Heterodera glycines), GAL4 fusion. 1.8% of 370,000 active. HEK293 GAL4-hgDAF12 UAS-luciferase reporter, agonist luminescence; normalized to butyrate control. AID 687014, 2013;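 active = activation above a cutoff set at the mean of all screened compounds plus 3 SD, cut at about 10% in these data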;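 note: 0% = DMSO wells and 100% = sodium butyrate wells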
FXN GAA850 act: FXN promoter activators, primary screen, cell-based, luciferase luminescence, HEK293 lucGAA850. HEK293 lucGAA850 FXN promoter luciferase reporter, 24 h; percent of 10 µM SAHA response. activation, % at 6 µM. 0.56% of 360,000 active. AID 540364, 2011;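 active = activation above the average of all compounds screened plus 3 SD, cutoff fixed separately per campaign, cut at about 7.5% in these data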;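 note: 0% = DMSO wells and 100% = 10 µM SAHA wells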
ADAM10 inh: human ADAM10 inhibitors, primary screen, biochemical, QFRET, HTS; Disintegrin and metalloproteinase domain-containing protein 10 (Homo sapiens), O14672; recombinant ADAM10, EDANS/DABCYL FRET peptide cleavage, 3 h; inhibition, % at 7 µM; 0.62% of 370,000 active;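 active = inhibition above a per-campaign cutoff equal to the mean of compounds falling between control-based bounds plus 3 SD, cut at about 20% in these data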;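 note: 0% = DMSO wells while the 100% control is not disclosed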
Target sequence (O14672 214-748 limits assumed): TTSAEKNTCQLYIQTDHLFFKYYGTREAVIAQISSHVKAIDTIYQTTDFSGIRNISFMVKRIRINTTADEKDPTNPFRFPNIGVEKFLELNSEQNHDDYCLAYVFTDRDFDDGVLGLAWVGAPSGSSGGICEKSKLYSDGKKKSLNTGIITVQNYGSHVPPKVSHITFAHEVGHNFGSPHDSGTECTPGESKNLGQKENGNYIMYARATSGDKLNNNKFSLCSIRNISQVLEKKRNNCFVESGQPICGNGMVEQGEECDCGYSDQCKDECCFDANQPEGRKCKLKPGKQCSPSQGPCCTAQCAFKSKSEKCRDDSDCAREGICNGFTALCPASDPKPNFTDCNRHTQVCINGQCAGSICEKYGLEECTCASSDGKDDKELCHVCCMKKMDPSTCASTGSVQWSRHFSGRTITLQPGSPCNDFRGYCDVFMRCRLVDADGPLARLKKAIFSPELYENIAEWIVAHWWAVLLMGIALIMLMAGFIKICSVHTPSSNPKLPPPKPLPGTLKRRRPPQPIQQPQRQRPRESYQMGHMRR
DAX1 inh-1: DAX1 (NR0B1) inhibitors on StAR promoter, primary screen, cell-based, luminescence, SF-1 (NR5A1), full-length DAX-1; inhibition, % at 6.8 µM; HEK293T StAR-luciferase reporter, SF-1/DAX-1 repression relief; 1.1% of 370,000 active; AID 652010, 2013;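 active = inhibition above the mean over all tested compounds plus 3 SD, cut at about 3.6% in these data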;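 note: 0% = DAX-1 cells with DMSO and 100% = cells lacking DAX-1 with DMSO; higher inhibition means more luminescence from relief of DAX-1 repression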
sPLA2-III inh: human group III sPLA2 inhibitors, primary screen, biochemical, QFRET, BODIPY PC-A2 liposome substrate. QFRET BODIPY PC-A2 liposome hydrolysis, fluorescence. 0.56% of 370,000 active. inhibition, % at 12.2 µM;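 active = inhibition above mean plus 3 SD of compounds lying within the high and low control bounds, cut at about 19% in these data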;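 note: 0% = median of test compound wells and 100% = no enzyme DMSO wells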
SMARCA2 act: SMARCA2 (BRM) function activators, primary screen, cell-based, luminescence, high throughput. activation, % at 9.1 µM. MG213 cells, MMTV-luciferase reporter, dexamethasone, overnight. 1% of 370,000 active; in the data active = activation above about 7.8%;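 note: 0% = vehicle wells and 100% = reference activator wells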
hcDAF12 agonist: H. contortus DAF-12 nuclear receptor activators, primary screen, cell-based, luminescence, HEK293, lit1-tk-luc reporter | 1.4% of 370,000 active | HEK293 hcDAF-12 lit1-tk-luc reporter; 0% DMSO, 100% Δ7-dafachronic acid | activation, % at 6.8 µM;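 active = activation above the mean of all tested compounds plus 3 SD, cut at about 5.5% in these data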;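 note: 100% = response to 3 µM Δ7-dafachronic acid high control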
NPR1 activator: GC-A stimulated cGMP production enhancers – HEK293 GC-A cells, cGMP TR-FRET, EC30 ANP, primary screen | Atrial natriuretic peptide receptor 1 (Homo sapiens), P16066 | 0% at EC30 ANP, 100% saturating ANP | activation, % at 10 µM | 0.14% of 370,000 active; in the data active = activation above about 40%
ssDAF12 agonist: S. stercoralis DAF-12 nuclear receptor activators, primary screen, cell-based, luminescence, HEK293, GRIP1 co-expression, lit1-tk-luc | HEK293 ssDAF-12/GRIP1 lit1-tk-luc reporter; % of 3 µM dafachronic acid response | activation, % at 6.8 µM | Nuclear hormone receptor DAF-12 (Strongyloides stercoralis) | 1% of 370,000 active;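 active = activation above the mean over all tested compounds plus 3 SD, cut at about 0.9% in these data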;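 note: 0% = DMSO-only wells and 100% = 3 µM delta7-dafachronic acid wells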
DAX1 inh-2: DAX1 (NR0B1) inhibitors, primary screen, cell-based, HEK293, Gal4-DAX1, luciferase luminescence | Nuclear receptor subfamily 0 group B member 1 (Homo sapiens), P51843 | HEK293 Gal4-DAX1 luciferase reporter | inhibition, % at 6.75 µM | 0.99% of 340,000 active | AID 504766, 2011;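 active = inhibition above the mean over all tested compounds plus 3 SD, cut at about 4.2% in these data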;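 note: 0% = DAX1-transfected cells with DMSO and 100% = empty-vector control cells with DMSO; inhibition shows as a rise in luminescence from relieved DAX1 repression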
Target sequence (P51843 207-470 limits assumed): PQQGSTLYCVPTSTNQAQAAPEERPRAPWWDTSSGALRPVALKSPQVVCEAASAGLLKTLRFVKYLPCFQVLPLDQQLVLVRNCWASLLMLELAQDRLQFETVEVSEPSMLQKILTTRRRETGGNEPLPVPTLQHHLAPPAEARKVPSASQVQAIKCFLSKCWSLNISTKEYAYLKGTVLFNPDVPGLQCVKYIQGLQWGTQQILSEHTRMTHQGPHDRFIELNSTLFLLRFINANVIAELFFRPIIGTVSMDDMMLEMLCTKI
Starred values were filed as active, the others as inactive; nt = not tested or not shown.

Key to letters – A = NPR2 activator; B = hgDAF-12 ag; C = FXN GAA850 act; D = ADAM10 inh; E = DAX1 inh-1; F = sPLA2-III inh; G = SMARCA2 act; H = hcDAF12 agonist; I = NPR1 activator; J = ssDAF12 agonist; K = DAX1 inh-2
#1 N#Cc1cn(-c2ccccc2)nc1C(=O)c1ccccc1
  A: 1 | B: -0.4 | C: 0.3 | D: 11 | E: 0.0 | F: -3 | G: 0 | H: -0.3 | I: 0 | J: -1.2 | K: 1.1
#2 CCOC(=O)c1c(C)[nH]c(C)c1S(=O)(=O)NCC1CCN(Cc2ccc(C)cc2)CC1
  A: 2 | B: -2.9 | C: 0.8 | D: -9 | E: 1.9 | F: -15 | G: -2 | H: 0.0 | I: -6 | J: -1.1 | K: 0.1
#3 C=CCNc1nc(Nc2ccc(OC)cc2)nc(OC)n1
  A: 2 | B: -1.6 | C: 1.3 | D: -4 | E: -0.7 | F: -2 | G: -2 | H: -1.8 | I: 5 | J: -1.4 | K: 1.0
#4 COC1=CC(=O)c2c(ccc3ncnc(N)c23)C1=O
  A: -7 | B: -11 | C: -16 | D: -6 | E: -9.2 | F: -12 | G: -11 | H: -3.7 | I: -7 | J: -2.4 | K: -6.3
#5 CN(C)S(=O)(=O)c1ccc(Oc2ccccc2)cc1
  A: -2 | B: 0.2 | C: -0.3 | D: -2 | E: -0.7 | F: -3 | G: 0 | H: -1.2 | I: 0 | J: 0.1 | K: 0.9
#6 COC(=O)CC1COc2ccccc2N1C(=O)c1ccc(Cl)cc1 (centres undefined)
  A: -10 | B: -0.7 | C: 2.7 | D: 0 | E: -0.3 | F: 3 | G: 0 | H: 0.6 | I: -11 | J: -1.5 | K: 1.4
#7 COCCCn1cc(CN2CC(N3CCN(Cc4cccc(C)c4)CC3)CS2(=O)=O)nn1 (centres undefined)
  A: 0 | B: -1.8 | C: nt | D: -5 | E: 0.2 | F: -1 | G: 2 | H: 0.6 | I: 3 | J: -0.9 | K: nt
#8 CCc1c(C)nc(SCC(=O)Nc2nc(-c3ccc(OC)cc3)cs2)[nH]c1=O
  A: -1 | B: 2.3 | C: -0.2 | D: 2 | E: 0.7 | F: -21 | G: -1 | H: 1.3 | I: 0 | J: -0.3 | K: -0.8
#9 O=C(CCCOc1ccccc1)N1CCN(S(=O)(=O)c2cccs2)CC1
  A: 1 | B: 2.2 | C: 2.1 | D: 5 | E: -0.7 | F: -3 | G: 2 | H: -1.5 | I: 3 | J: -0.8 | K: 1.1
#10 Cc1cccc(/C=N\Nc2nnc(-c3ccccc3)c(=O)[nH]2)c1
  A: -6 | B: -0.8 | C: 1.9 | D: -8 | E: 0.2 | F: -2 | G: -2 | H: -0.3 | I: 21 | J: -1.1 | K: 1.7
#11 COc1ccccc1NC(=S)NNC(=O)c1ccccc1Br
  A: 5 | B: 10 | C: 4.9 | D: 13 | E: 1.9 | F: 22* | G: 6 | H: 3.8 | I: 5 | J: 1.3* | K: -0.7
#12 COc1cc(C(=O)NCc2ccc(C(=O)NCC(OC)OC)cc2)cc(OC)c1OC
  A: -2 | B: 0.5 | C: 2.7 | D: 4 | E: 0.1 | F: 0 | G: -3 | H: 0.2 | I: -5 | J: -1.9 | K: -0.6
#13 Cc1ccc(NC(=O)C(c2ccccc2)C2CCCC2)cc1 (centres undefined)
  A: -2 | B: 0.9 | C: 5.8 | D: 10 | E: -0.5 | F: -5 | G: 1 | H: 0.2 | I: 3 | J: -1.5 | K: 1.0
#14 CC(C)[C@H](NC(=O)N1CCn2c1nc1ccccc12)C(=O)NCc1ccc(F)cc1
  A: -9 | B: 0.1 | C: -1.2 | D: 4 | E: -0.3 | F: -5 | G: 0 | H: -1.4 | I: -2 | J: -1.4 | K: -0.5
#15 Cc1ccccc1CCNC(=O)Cn1nc(C)c2c(C)n(-c3ccccc3)nc2c1=O
  A: -4 | B: -1.3 | C: -1.9 | D: 2 | E: -0.7 | F: 6 | G: -3 | H: -1.4 | I: 2 | J: -0.4 | K: -0.5
#16 COc1cc(-n2c(C)nc3cc(C(=O)N4CCCN(C(C)=O)CC4)ccc32)cc(OC)c1OC
  A: -5 | B: 3.8 | C: nt | D: -16 | E: 0.7 | F: 12 | G: -7 | H: -1.2 | I: 1 | J: -0.5 | K: nt
#17 COc1cccc(CCNC(=O)c2cc(COc3cccc(OC)c3)on2)c1
  A: -3 | B: -2.7 | C: 1.2 | D: 2 | E: 0.1 | F: -8 | G: 4 | H: 0.7 | I: -5 | J: -1.3 | K: -0.5
#18 O=C(COC(=O)c1ccc2c(c1)OCCO2)Nc1cc(Cl)ccc1Cl
  A: 2 | B: -0.3 | C: -2.8 | D: 5 | E: 0.2 | F: -4 | G: -4 | H: -1.0 | I: -1 | J: -0.7 | K: 0.2
#19 Cc1ccc(F)cc1NC(=O)Cc1nn(C)c(=O)c2ccccc12
  A: -2 | B: -6.5 | C: -0.6 | D: 1 | E: -3.0 | F: 2 | G: -3 | H: -3.4 | I: 5 | J: -2.4 | K: -2.3
#20 COc1ccc(NC2CCCN(C(=O)c3ccc(CSC)o3)C2)cc1OC (centres undefined)
  A: -1 | B: -4.8 | C: -0.3 | D: -12 | E: 0.9 | F: 5 | G: -2 | H: -1.1 | I: -7 | J: -1.0 | K: -0.4
#21 Cc1ccsc1C(=O)NCc1ccc(F)cc1
  A: -1 | B: 0.2 | C: -1.3 | D: 5 | E: -0.7 | F: -1 | G: -1 | H: -2.0 | I: -1 | J: -1.0 | K: -0.3

In the list so far, these have an NH in an aromatic ring.
Key to letters – A = NPR2 activator; B = hgDAF-12 ag; C = FXN GAA850 act; D = ADAM10 inh; E = DAX1 inh-1; F = sPLA2-III inh; G = SMARCA2 act; H = hcDAF12 agonist; I = NPR1 activator; J = ssDAF12 agonist; K = DAX1 inh-2
#2 CCOC(=O)c1c(C)[nH]c(C)c1S(=O)(=O)NCC1CCN(Cc2ccc(C)cc2)CC1
  A: 2 | B: -2.9 | C: 0.8 | D: -9 | E: 1.9 | F: -15 | G: -2 | H: 0.0 | I: -6 | J: -1.1 | K: 0.1
#8 CCc1c(C)nc(SCC(=O)Nc2nc(-c3ccc(OC)cc3)cs2)[nH]c1=O
  A: -1 | B: 2.3 | C: -0.2 | D: 2 | E: 0.7 | F: -21 | G: -1 | H: 1.3 | I: 0 | J: -0.3 | K: -0.8
#10 Cc1cccc(/C=N\Nc2nnc(-c3ccccc3)c(=O)[nH]2)c1
  A: -6 | B: -0.8 | C: 1.9 | D: -8 | E: 0.2 | F: -2 | G: -2 | H: -0.3 | I: 21 | J: -1.1 | K: 1.7

Rewritten screen by screen: two of the compounds above
14	CC(C)[C@H](NC(=O)N1CCn2c1nc1ccccc12)C(=O)NCc1ccc(F)cc1
15	Cc1ccccc1CCNC(=O)Cn1nc(C)c2c(C)n(-c3ccccc3)nc2c1=O

assay / compound	14	15
NPR2 activator	-9	-4
hgDAF-12 ag	0.1	-1.3
FXN GAA850 act	-1.2	-1.9
ADAM10 inh	4	2
DAX1 inh-1	-0.3	-0.7
sPLA2-III inh	-5	6
SMARCA2 act	0	-3
hcDAF12 agonist	-1.4	-1.4
NPR1 activator	-2	2
ssDAF12 agonist	-1.4	-0.4
DAX1 inh-2	-0.5	-0.5

The order is random; overall some 6.6% were active at least once.
